Bioassay records (PubChem)
TRHR ag: qHTS for Small Molecule Agonists and Allosteric Enhancers of Human TRH Receptor: Primary Screen for Agonists; Thyrotropin-releasing hormone receptor (Homo sapiens), P34981; TRHR cells, calcium flux fluo-8, FDSS agonist mode; activation, % at 2 µM; actives 0.18% (n = 360,000); AID 493084, 2011; note: 0% is about no effect
Target sequence (P34981 whole entry, looked up): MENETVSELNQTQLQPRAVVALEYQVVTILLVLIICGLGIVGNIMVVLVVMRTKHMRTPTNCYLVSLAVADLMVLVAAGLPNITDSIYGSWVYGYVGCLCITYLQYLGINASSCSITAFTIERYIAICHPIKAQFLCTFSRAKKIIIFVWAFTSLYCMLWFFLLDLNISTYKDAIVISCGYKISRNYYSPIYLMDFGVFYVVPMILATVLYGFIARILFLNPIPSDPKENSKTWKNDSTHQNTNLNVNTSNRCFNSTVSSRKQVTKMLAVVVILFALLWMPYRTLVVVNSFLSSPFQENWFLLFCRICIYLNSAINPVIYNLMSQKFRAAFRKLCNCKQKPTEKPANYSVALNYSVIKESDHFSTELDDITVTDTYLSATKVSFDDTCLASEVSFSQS
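Agonist-mode FDSS calcium read (Ex 480/Em 530, 1 s cycles) in 1536-well TRHR cells with fluo-8 dye, after 10-cycle baseline and 23 nL compound addition; TRH at EC20 (10 nM final) added afterwards for the enhancer phase.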
D1 antag: Antagonist of Human D 1 Dopamine Receptor: qHTS. HEK293 TREx D1 cells, calcium flux, dopamine EC80; active compounds read low. AID 504652, 2011. activity change, negative = inhibition, % at 10 µM. actives 3.2% (n = 360,000); in the data active = activity change below about -30%; note: % is set by controls: 0 for no effect and ±100 for the full control effect
Target sequence (P21728 whole entry, looked up): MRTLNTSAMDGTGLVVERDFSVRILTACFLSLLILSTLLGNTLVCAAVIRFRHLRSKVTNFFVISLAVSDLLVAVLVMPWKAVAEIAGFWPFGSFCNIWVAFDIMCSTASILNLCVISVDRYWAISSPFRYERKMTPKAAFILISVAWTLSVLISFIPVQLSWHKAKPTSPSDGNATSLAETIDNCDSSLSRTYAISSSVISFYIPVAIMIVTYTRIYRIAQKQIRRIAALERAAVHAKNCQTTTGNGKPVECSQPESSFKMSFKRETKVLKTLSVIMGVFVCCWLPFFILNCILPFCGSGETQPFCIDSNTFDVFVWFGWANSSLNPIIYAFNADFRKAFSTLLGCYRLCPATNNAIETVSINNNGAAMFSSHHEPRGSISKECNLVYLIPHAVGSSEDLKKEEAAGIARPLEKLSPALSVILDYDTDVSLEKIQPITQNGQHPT
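Kinetic fluorescence of a calcium dye serves as the read-out. D1-expressing Hek293 Trex cells, induced overnight at 30 C, are exposed to compound for 180 s before an EC80 dopamine addition, then read 180 s further.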
D1 potentiator: Potentiators of Human D1 Dopamine Receptor: qHTS | D(1A) dopamine receptor (Homo sapiens), P21728 | HEK293 TREx D1 cells, calcium flux, dopamine EC20 potentiation | potentiation, % at 10 µM | actives 0.036% (n = 360,000) | AID 504651, 2011; in the data active = potentiation above about 30%; note: 0% is about no effect
RXFP1 antagonist: qHTS Assay for Antagonists of the Relaxin Receptor RXFP1; Relaxin receptor 1 (Homo sapiens), Q9HBX9; HEK293-RXFP1, relaxin-stimulated cAMP HTRF, 30 min; active compounds read low; activity change, negative = inhibition, % at 57.5 µM; actives 0.59% (n = 350,000); AID 1259400, 2018;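 active = activity change of -60% or lower, but not beyond a set lower limit; inconclusive = change between -60% and -40%, or beyond the set limit; inactive = change above -40%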; note: % is set by controls: 0 for no effect and ±100 for the full control effect
TRHR enhancer: qHTS for Small Molecule Agonists and Allosteric Enhancers of Human TRH Receptor: Primary Screen for Enhancers; enhancement, % at 2 µM; TRHR cells, fluo-8 calcium fluorescence, EC20 TRH enhancement; Thyrotropin-releasing hormone receptor (Homo sapiens), P34981; actives 0.66% (n = 360,000); AID 493056, 2011; in the data active = enhancement above about 30%; note: 0% is about no effect
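Enhancer read-out: after compound pinning and an initial kinetic agonist-mode read, an EC20 of TRH (10 nM final) was injected and fluo-8 calcium signal (Ex 480/Em 530) followed at 1 s/cycle for 100 cycles in TRHR-expressing cells.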
D1 ag: Allosteric Agonists of the Human D1 Dopamine Receptor: qHTS. D(1A) dopamine receptor (Homo sapiens), P21728. HEK293 T-REx D1 cells, calcium flux, agonist mode. activation, % at 2 µM. actives 1% (n = 360,000); note: 0% is about no effect
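Inducible HEK293 T-REx D1 cells, force-coupled to calcium signalling, were plated at 4000 cells/well with tetracycline and held overnight at 30 C. After no-wash calcium dye loading, compound-evoked calcium rise over 180 s flagged agonists.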
D2 ag: HTS Assay for Allosteric Agonists of the Human D2 Dopamine Receptor: Primary Screen for Agonists. D(2) dopamine receptor (Homo sapiens), P14416. HEK293 T-REx D2 cells, calcium flux agonist mode. activation, % at 2 µM. actives 0.53% (n = 340,000);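 active = activation over 3 SD above normal in the single-dose calcium agonist read, cut at about 30% in these data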; note: 0% is about no effect
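Calcium-flux readout, 1 cycle/sec over 180 s following compound pin transfer, in inducible HEK293 Trex D2 cells (force-coupled); dopamine controls included. Positive calcium responses during this window marked compounds as potential agonists.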
D2 antag: HTS Assay for Allosteric Antagonists of the Human D2 Dopamine Receptor: Primary Screen for Antagonists; AID 485344, 2010; actives 2% (n = 340,000); HEK293 TREx D2 cells, calcium flux, dopamine EC80; D(2) dopamine receptor (Homo sapiens), P14416; inhibition, % at 10 µM; in the data active = inhibition above about 30%; note: 0% is about no effect
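Overnight-induced (tetracycline, 30 C) HEK293 T-REx cells carrying force-coupled D2 receive a no-wash calcium dye, then compound, then EC80 dopamine at 180 s; signals are read kinetically throughout.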
D2 potentiator: HTS Assay for Positive Allosteric Modulators of the Human D2 Dopamine Receptor: Primary Screen for Potentiators; D(2) dopamine receptor (Homo sapiens), P14416; HEK293 T-REx D2, calcium flux, EC20 dopamine potentiation; potentiation, % at 10 µM; actives 0.34% (n = 340,000); AID 485347, 2010;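 active = potentiation over 3 SD above the plate norm, cut at about 30% in these data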; note: 0% is about no effect
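Potentiation of an EC20 dopamine calcium response measured kinetically over 180 s, after a preceding 180 s compound-only read flagging agonists. Cells: inducible Hek293 Trex D2 line, 4000/well, cultured overnight at 30 C before dye loading.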
* hit, by the source's call; ? = inconclusive; . = no result given; & = joins results of further samples. Cut-off read from the data, not from the text of the source, unless noted: active = activation above about 30%; inactive = the rest.

SMILES	TRHR ag	D1 antag	D1 potentiator	RXFP1 antagonist	TRHR enhancer	D1 ag	D2 ag	D2 antag	D2 potentiator
Cc1cccc(/C(N)=N/OC(=O)c2ccc3c(c2)OCO3)c1	0.5	-4	-4	-11	-7	3	1.3	-9	5
COc1ccc(NC(=O)/C(C#N)=C\c2cc(C)n(-c3ccc(Oc4ccc([N+](=O)[O-])cn4)cc3)c2C)cc1	0.9	9	4	10	-18	3	0.4	3	-2
CCC1CCc2sc(C(=O)O)cc2C1 (stereo unspecified)	-0.4	-5	-4	-4	3	2	0.0	-15	7
CC(=O)Nc1nonc1-c1nc2ccccc2n1N(C(C)=O)C(C)=O	0.9	1	-1	-10	-4	0	-0.9	-18	7
Nc1nc(NCc2ccco2)nc(Nc2ccccc2)c1[N+](=O)[O-]	0.8	11	1	-13	11	10	-1.6	-2	8
CNC(=O)N1c2ccccc2CCc2ccccc21	0.0	-10	-5	-3	-4	-2	1.1	-6	0
CCC(CC)C(=O)Nc1ccc2nc(SCC(=O)N3CCCC3)sc2c1	-0.4	1	0	-3	4	-2	-1.5	.	18
O=C(O)Cn1nc2c3c(cccc3c1=O)-c1ccccc1-2	-0.7	0	8	1	13	3	-1.5	-21	15
CCOc1ccc(C(=O)OCC(=O)NCCCc2ccccc2)cc1	-0.2	-9	-4	1	0	1	-0.2	3	-5
O=c1c2cccnc2n(Cc2ccccc2F)c(=O)n1Cc1ccccc1Cl	-0.1	3	-4	.	3	4	0.7	.	-6
Cc1ccc(-n2cc(-c3ccccc3)[nH]c2=O)cc1F	1.4	-2	-4	-12	5	4	0.0	1	-9
COc1ccc(Cc2n[nH]c(=S)n2N)cc1OC	-0.1	-12	-4	-9	-7	-1	0.8	-1	14
Cc1cc(N/N=C/c2cccc(F)c2)nc(NCc2ccccc2)n1	0.2	-6	-13	?	-5	2	-1.0	4	6
CC(C)CC(=O)NC(=S)Nc1ccc(NC(=O)c2cccs2)cc1	-0.5	-24	-5	-13	3	15	0.0	-13	6
CC(C)(C)NS(=O)(=O)c1ccc(NC(=O)Cc2ccccc2[N+](=O)[O-])cc1	-1.2	-16	14	11	3	7	-0.1	21	9
O=c1ccnc(S/C=C/c2ccccc2)[nH]1	-1.1	-13	-2	-24	-8	4	0.2	-7	-1
CCOC(=O)CSc1nnc(-c2cccnc2)n1C	0.0	7	0	-6	2	2	0.2	0	-10
CN(C)CCOC(=O)c1ccc2[nH]c3c(c2c1)CSCC3	0.2	-20	1	-3	4	2	-0.1	-6	-11
Cc1nnc(NC(=O)CCC(=O)NCc2ccco2)s1	-1.2	-7	4	-1	-8	4	0.3	9	5
Cc1ccc(-n2nnnc2-c2cnoc2-c2cccc(F)c2)cc1	-1.1	-7	-2	2	-7	3	-0.8	2	2
CCOc1ncccc1C(=O)OCCCC(=O)c1ccc(Br)cc1	0.1	-21	-6	-8	0	1	.	.	.
O=C(NCc1ccccc1Cl)c1ccc(S(=O)(=O)NCc2ccco2)cc1	0.5	-19	2	-2	-2	7	-0.6	12	-3
CCCC(N)CCCCCC(=O)O (stereo unspecified)	1.3	-5	-2	-8	2	4	-1.9	-15	-7
COc1ccc(CNC(=O)c2ccc(NC(=O)N3CCSc4ncccc43)cc2)cc1OC	0.0	-5	1	-21	2	1	0.7	.	4
O=C(Nc1ccccc1C(=O)Nc1ccc(Br)cn1)c1ccccc1Cl	0.4	21	-2	-11	-6	6	1.1	7	13
CCOC(=O)c1c(SC)n(-c2ccccc2)c(=S)n(-c2ccccc2)c1=O	0.8	12	-3	-2	-3	4	0.9	1	8
Cc1onc(-c2ccccc2Cl)c1C(=O)N1CCN(c2ncccn2)CC1	0.0	-2	-3	3	-1	6	-0.6	-11	9
Cc1ccc(CNC(=O)c2sc3nc4n(c(=O)c3c2C)CCCCC4)cc1	0.0	-4	0	-33	5	1	1.1	.	2
O=C(N=C1SC2CS(=O)(=O)CC2N1c1ccccc1Cl)C1CCCO1 (stereo unspecified)	0.1	9	-3	3	-3	3	-0.1	-2	4
Cc1ccc(S(=O)(=O)N(Cc2ccc(F)cc2)Cc2ccco2)cc1	1.0	-33*	-10	-13	-7	8	-0.2	-18	-17
O=C(CCCN1C(=O)/C(=C\c2ccccc2)SC1=S)Nc1ccccc1O	0.1	-11	-2	-2	-2	1	1.0	-8	7
Cc1c(C(=O)Nc2cccc(C(F)(F)F)c2)oc2ccc3c(c12)C(=O)CC(C)(C)O3	-0.1	-15	-2	.	-1	3	-1.5	.	-6
O=C(COC(=O)c1ccc(O)cc1)Nc1ccc(N2CCCCC2)cc1	-0.4	2	-5	-3	-4	0	0.0	-4	-6
CC(C)(C)NC(=O)C(c1cccs1)N(CC1CCCO1)C(=O)c1ccc(-c2ccccc2)[nH]1 (stereo unspecified)	0.9	-14	-2	-12	29	3	0.2	-4	15
CCOC(=O)c1cnc2c(C)cc(C)cc2c1Nc1ccc(N2CCOCC2)cc1	-0.8	15	0	-5	2	0	0.3	.	-9
COCCNC(=O)CSc1ncnc2sc(-c3ccccc3)cc12	-0.4	12	-1	-10	0	4	0.1	0	-2
CCOC(=O)c1c(-c2ccccc2)oc2ccc(OCC)cc12	0.2	-15	1	-13	-4	4	.	.	.
COc1cc(O)c(C(CCN2CCCC2)c2cc(OC)c(OC)c(OC)c2)c(OC)c1 (stereo unspecified)	0.2	2	-4	.	-4	4	-0.3	15	-10
CCOC(=O)C1CCN(C(=O)c2cc(-c3ccncc3)nc3ccccc23)CC1	0.1	-10	-3	7	2	0	0.0	-27	-4
COc1ccc(C)cc1S(=O)(=O)N1CCN(C(=O)c2ncoc2-c2ccc(C)cc2)CC1	-1.8	2	-6	-14	22	-4	0.9	0	22

Of the compounds above, 5 have an aryl methoxy group:
SMILES	TRHR ag	D1 antag	D1 potentiator	RXFP1 antagonist	TRHR enhancer	D1 ag	D2 ag	D2 antag	D2 potentiator
COc1ccc(NC(=O)/C(C#N)=C\c2cc(C)n(-c3ccc(Oc4ccc([N+](=O)[O-])cn4)cc3)c2C)cc1	0.9	9	4	10	-18	3	0.4	3	-2
COc1ccc(Cc2n[nH]c(=S)n2N)cc1OC	-0.1	-12	-4	-9	-7	-1	0.8	-1	14
COc1ccc(CNC(=O)c2ccc(NC(=O)N3CCSc4ncccc43)cc2)cc1OC	0.0	-5	1	-21	2	1	0.7	.	4
COc1cc(O)c(C(CCN2CCCC2)c2cc(OC)c(OC)c(OC)c2)c(OC)c1 (stereo unspecified)	0.2	2	-4	.	-4	4	-0.3	15	-10
COc1ccc(C)cc1S(=O)(=O)N1CCN(C(=O)c2ncoc2-c2ccc(C)cc2)CC1	-1.8	2	-6	-14	22	-4	0.9	0	22

Further structures
SMILES	TRHR ag	D1 antag	D1 potentiator	RXFP1 antagonist	TRHR enhancer	D1 ag	D2 ag	D2 antag	D2 potentiator
CC1CCCC(NC(=O)C2c3ccccc3C(=O)N2Cc2cccs2)C1C (stereo unspecified)	0.0	5	-4	0	44*	0	-0.6	-24	1
O=C(CNC(=O)c1cccs1)OCc1ccc(Br)cc1	-2.8	-4	-1	-2	-2	4	-0.7	2	-9
Cc1[nH]c2ccccc2c1CC(=O)O	-0.1	24	-5	13	-3	0	-0.9	7	8
O=C(O)CCCNS(=O)(=O)c1ccc(NCc2ccccc2)c(C(=O)O)c1	-0.1	-3	-7	-2	-1	3	0.0	-8	13
Cc1cc(C)n(-c2ccc(C(=O)Nc3ccccc3N3CCOCC3)cc2)n1	0.0	1	-2	-3	5	4	0.6	-17	5
C[C@H](NC(=O)c1ccco1)C(=O)Nc1cccc([N+](=O)[O-])c1	0.4	7	2	-16	-1	2	2.4	13	5
c1ccc(CCc2ccccc2-c2nc(-c3ccccn3)no2)cc1	0.1	15	-2	-8	-2	1	2.3	-13	.
Cc1ccc(Nc2nc3ccccc3s2)c(C)c1	-0.2	-3	2	-30	8	2	-0.5	-10	1
COc1ccc(OC)c(CNC(=O)c2ccc(-c3nc(CSc4ccccc4)c(C)o3)cc2)c1	-0.8	-3	1	-12	1	19	-0.4	.	7
O=C(c1cccs1)N(Cc1cccc(Cl)c1)C1CCS(=O)(=O)C1 (stereo unspecified)	-1.0	7	-1	8	16	2	-0.3	0	7
CC(=O)Nc1ccc(S(=O)(=O)NCc2ccc(C(=O)NCc3ccc(Cl)cc3)cc2)cc1	0.6&1.1	-3&3	7&0	-13	-6&4	-1&1	0.5	.	24
Cc1ccc(O)c(-c2[nH]ncc2C(=O)c2ccc(Br)cc2)c1	-1.5	-4	7	2	8	5	-4.5	-20	25
N#Cc1nc(-c2ccccc2F)oc1NCCN1CCOCC1	0.8	-4	.	-17	10	2	2.1	19	15
CCc1cc2cc(OC)ccc2nc1SCC(=O)NNC(=O)c1ccco1	0.2	-13	0	-12	4	3	0.1	0	17

An excerpt from above in order of the D2 antag value, lowest first.
| Compound | D2 antag |
| --- | --- |
| CCCC(N)CCCCCC(=O)O (stereo unspecified) | -15 |
| COCCNC(=O)CSc1ncnc2sc(-c3ccccc3)cc12 | 0 |
| COc1ccc(NC(=O)/C(C#N)=C\c2cc(C)n(-c3ccc(Oc4ccc([N+](=O)[O-])cn4)cc3)c2C)cc1 | 3 |

Reprinted at random: 3 entries already listed
SMILES	TRHR ag	D1 antag	D1 potentiator	RXFP1 antagonist	TRHR enhancer	D1 ag	D2 ag	D2 antag	D2 potentiator
O=C(CNC(=O)c1cccs1)OCc1ccc(Br)cc1	-2.8	-4	-1	-2	-2	4	-0.7	2	-9
Cc1cccc(/C(N)=N/OC(=O)c2ccc3c(c2)OCO3)c1	0.5	-4	-4	-11	-7	3	1.3	-9	5
Cc1cc(N/N=C/c2cccc(F)c2)nc(NCc2ccccc2)n1	0.2	-6	-13	?	-5	2	-1.0	4	6
